Compound activity as filed in PubChem.
SNCA expr inh – inhibitors of alpha-synuclein (SNCA) gene expression; HEK-293 SNCA-luciferase knock-in, luminescence, 24 h; Potency, µM (highest dose often 57.2 µM), inactives show at the highest dose activity change, negative = inhibition, hits mostly inhibitors; 140,000 tested, 0.17% active;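 also: potency is read from the fitted curve at half-maximal effect; plate controls were DMSO cells for no effect and cell-free wells for full effect; nearly all actives have a fitted effect of over 45% in size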
GPT2 inh – blocks human glutamate pyruvate transaminase 2; AID 1671188; Recombinant GPT2, coupled pyruvate oxidase/HRP Amplex Red fluorescence; 100,000 tested, 0.25% active; Q8TD30; Potency, µM (top dose mostly 57.7 µM), inactives show at the top dose activity change, negative = inhibition, usual class: inhibitors; also: potency is read from the fitted curve at half-maximal effect; nearly all actives have a fitted effect of over 60% in size; many of its hits are not listed in these tables
Target sequence (Q8TD30 whole entry, looked up): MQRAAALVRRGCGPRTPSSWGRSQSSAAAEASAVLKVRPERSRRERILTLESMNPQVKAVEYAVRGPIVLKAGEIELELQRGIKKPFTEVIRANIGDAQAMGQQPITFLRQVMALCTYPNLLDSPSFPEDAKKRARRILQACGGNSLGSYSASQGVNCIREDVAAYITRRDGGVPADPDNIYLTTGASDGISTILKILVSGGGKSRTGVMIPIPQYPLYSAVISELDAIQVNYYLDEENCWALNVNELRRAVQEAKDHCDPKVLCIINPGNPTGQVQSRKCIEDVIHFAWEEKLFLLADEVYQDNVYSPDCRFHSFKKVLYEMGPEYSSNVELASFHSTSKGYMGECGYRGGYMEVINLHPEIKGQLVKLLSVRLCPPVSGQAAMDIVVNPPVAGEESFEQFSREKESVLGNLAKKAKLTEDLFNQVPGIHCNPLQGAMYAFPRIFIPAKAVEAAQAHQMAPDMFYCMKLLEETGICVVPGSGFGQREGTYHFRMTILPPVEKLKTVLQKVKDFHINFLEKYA
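Fluorescence of coupled pyruvate oxidase/HRP/Amplex Red system (50uM Amplex, 30 min, dark) reports pyruvate formed by GPT2. Enzyme reaction: 10ng/uL GPT2, 2mM L-alanine, 250uM a-KG, 30 min room temperature, pH 7.5; 50uM AOA control.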
HEK293 viab – counter-screen for SNCA expression inhibitors: cell viability. HEK-293-SNCA-luc viability, GF-AFC fluorescence, 24 h. Potency, µM (series often up to 57.1 µM), without a hit: at the highest dose activity change, negative = cytotoxicity, hits mostly cytotoxic. 150,000 tested, 0.12% active. AID 1671193;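 also: potency is read from the fitted curve at half-maximal effect; 0% = DMSO-treated cells and -100% = medium-only wells without cells; nearly all actives have a fitted effect of over 30% in size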
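Cytotoxicity counterscreen: after 24 h compound treatment of genome-edited SNCA-luciferase HEK-293 cells, live-cell protease substrate GF-AFC read by fluorescence after 30 min; activity scaled between DMSO (0%) and medium-only (-100%), curves Hill-fitted.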
Luciferase inh – inhibitors of firefly (Photinus pyralis) luciferase. Potency, µM (highest dose often 115 µM), without a hit: at the top dose activity change, negative = inhibition, most hits filed as inhibitors. purified P. pyralis luciferase, luminescence, biochemical. P08659. 76,000 tested, 2.5% active; also: potency is read from the fitted curve at half-maximal effect; nearly all actives have a fitted effect of over 65% in size
Target sequence (P08659 whole entry, looked up): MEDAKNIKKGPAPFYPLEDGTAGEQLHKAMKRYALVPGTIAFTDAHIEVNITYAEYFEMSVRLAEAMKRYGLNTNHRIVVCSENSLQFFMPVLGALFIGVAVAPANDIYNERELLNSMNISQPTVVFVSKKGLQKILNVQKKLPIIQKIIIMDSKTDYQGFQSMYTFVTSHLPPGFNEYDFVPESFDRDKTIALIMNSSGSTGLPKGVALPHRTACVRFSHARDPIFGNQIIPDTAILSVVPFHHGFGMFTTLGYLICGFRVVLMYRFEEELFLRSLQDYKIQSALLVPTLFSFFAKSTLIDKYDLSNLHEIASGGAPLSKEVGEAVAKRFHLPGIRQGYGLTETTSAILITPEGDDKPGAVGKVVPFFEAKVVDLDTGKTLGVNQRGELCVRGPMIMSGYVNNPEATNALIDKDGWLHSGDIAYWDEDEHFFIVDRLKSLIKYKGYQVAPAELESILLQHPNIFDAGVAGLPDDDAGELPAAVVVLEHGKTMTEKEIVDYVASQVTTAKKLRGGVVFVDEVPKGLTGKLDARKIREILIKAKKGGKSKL
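Biochemical qHTS: compound (6-point titration) added to 10uM D-luciferin plus 10uM ATP in Tris acetate pH 7.5 buffer with Mg, Tween-20 and BSA, then purified enzyme at 10nM; light output imaged.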
HEK293 tox – kills HEK 293 cells. HEK 293 viability, ATP luminescence (CellTiter-Glo), 48-72 h. Potency, µM (doses to about 115 µM), for the others: at the top dose activity change, negative = cytotoxicity, most hits filed as inhibitors. 94,000 tested, 6.6% active; also: potency is read from the fitted curve at half-maximal effect; nearly all actives have a fitted effect of over 60% in size
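Pintool-delivered compounds were incubated with HEK 293 cells (250 cells/well) at 37 degree Celsius for 48 or 72 hr. ATP-dependent luminescence (CellTiter-Glo) then reported remaining viable cells.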
NIH3T3 tox – NIH 3T3 cell cytotoxicity | NIH 3T3 viability, CellTiter-Glo ATP luminescence, 48-72 h | Potency, µM (doses to about 96.7 µM), for inactives: top-dose activity change, negative = cytotoxicity, usual class: inhibitors | 94,000 tested, 4.3% active; also: potency is read from the fitted curve at half-maximal effect; nearly all actives have a fitted effect of over 55% in size
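NIH 3T3 cells at 400 cells/well received 23 nL of compound by pintool and were incubated 48 or 72 h at 37 °C. Viability was read as ATP-coupled CellTiter-Glo luminescence.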
IP6K1 inh – blocks human inositol hexakisphosphate kinase 1 | IP6K1 kinase, ADP-Glo luminescence, 2 h; active compounds read low | activity change, % (series mostly up to about 58 µM) | 140,000 tested, 0.81% active; in the data active = activity change below about -25%
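ADP-Glo luminescence measures ADP made by human IP6K1 during a 2 h RT reaction with ATP/IP6 (mix at 1.3 mM/130 uM); top library doses 57.5 and 19.1 uM final.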
Active calls of the source: *; i = inactive; ? = inconclusive; . = not tested or not shown; [ ] = another dose, or the depositor's remark. Unless noted, calls follow the shape of the dose curve; as a rule, active = well fitted curve in the direction sought with a large enough effect; inconclusive = small, poorly fitted or top-dose-only effect, or another doubt; inactive = no such curve, though single readings can be large; an effect the other way counts as inactive or inconclusive. Unless noted, % is scaled to controls: 0 for no effect and ±100 for the full control effect. These rows are one share of the data, so the mix of outcomes need not match the whole.

SMILES	SNCA expr inh	GPT2 inh	HEK293 viab	Luciferase inh	HEK293 tox	NIH3T3 tox	IP6K1 inh
COc1cccc(NC(=O)CC2CCCN(c3cnn(CC4CC4)c(=O)c3)C2)c1 (stereo unspecified)	8%	-4%	-3%	10%	?	?	16
COc1ccccc1OCC(=O)N(Cc1ccco1)Cc1ccccc1F	7%	.	0%	.	.	.	15
COc1ccc(C(=O)N[C@@H]2CCC[C@@H]2C(=O)NCc2cc(OC)ccc2OC)cc1	12%	i	-29%	0%	-9%	-7%	7
CCCCn1ccnc1C1CCCN(C(=O)c2ncc(F)cc2F)C1 (stereo unspecified)	13%	i	6%	12%	-25%	-12%	23
CCCCCCN(CCC(=O)NCc1ccccc1)C(=O)c1ccoc1	13%	2%	5%	-6%	?	-29%	0
N#Cc1cccc(-c2c(C(=O)NCC(F)(F)F)nc3sccn23)c1	27%[87.6 µM]	i	2%[87.6 µM]	.	i	?	10
COC1CC(OC2CCC3(C)C(=CCC4C3C(OC(C)=O)C(OC(=O)/C=C/c3ccccc3)C3(C)C(C(C)O)CCC43O)C2)OC(C)C1OC1CC(OC)C(OC2OC(C)C(OC3OC(CO)C(O)C(O)C3O)C(OC)C2O)C(C)O1 (stereo unspecified)	.	-3%[11.5 µM]	-15%[12.5 µM]	.	.	.	22
CCOc1ccc(C2c3[nH]c4ccccc4c3CCN2C(=O)CSc2ccccc2)cc1 (stereo unspecified)	28%	.	2%	.	.	.	3
Cc1cccc(CN2CCn3c(nnc3[C@@H]3C[C@@H](O)CN3Cc3ccccc3)C2)c1	24%	i	8%[12.5 µM]	3%	-14%	-22%	3
Cc1ccc(C(=O)Nc2ccc(F)cc2)cc1S(=O)(=O)N1CCOCC1	86%[activator]	.	-15%	.	.	.	-3
Cc1ccc(C2Cn3nnc(C(=O)N4CCN(C(=O)c5cccc(N(C)C)c5)CC4)c3CO2)cc1 (stereo unspecified)	24%	-22%	-12%	?	18µM*	-19%	-17
CC(C)CCN1CCc2ncc(C(=O)NCc3ccccc3)n2CC1	?	i	-19%[87.6 µM]	1%[172 µM]	?	?	-15
O=C(Nc1ccccc1)N[C@H]1[C@H](O)[C@@H](N2CCC(Cc3ccccc3)CC2)[C@@H]2OC[C@H]1O2	-4%	1%	-3%	6%	-31%	-20%	-2
COc1ccc(N2CC(c3noc(-c4cccc(OC)c4)n3)CC2=O)cc1 (stereo unspecified)	6%	i	7%	2%	?	?	21
COc1ccc(F)cc1-c1ccccc1CN	-14%[87.6 µM]	i	7%[87.6 µM]	.	-32%[172 µM]	-18%[138 µM]	-12
COc1ccc(Nc2ncc(C(=O)Nc3cccc(OC)c3)c3ccccc23)cc1	102%[activator]	.	-2%	.	.	.	23
N#Cc1ccc(C(=O)N2CCC3(CC2)CN(c2ncccn2)CC3CO)cc1 (stereo unspecified)	10%	i	-6%	6%	-14%	-18%	21
Cc1ccc(-n2c(=O)c3c4c(sc3n(Cc3cc(=O)n5cc(Cl)ccc5n3)c2=O)CCC4)cc1C	-7%	.	6%	.	.	.	14
Cc1nc2ccc(S(=O)(=O)CCC(=O)Nc3ccccc3C)cc2s1	23%	.	15%	.	.	.	-14
O=C(CSc1nccn1Cc1ccc(Cl)cc1)Nc1nc2ccccc2s1	23%	.	5%	.	.	.	2
CSc1ncccc1C(=O)NC(C)C(=O)N1CCN(c2ccccn2)CC1 (stereo unspecified)	1%	?	-2%	-8%	-6%	-15%	13
COC(=O)[C@@H]1Cc2nc[nH]c2CN1Cc1ccc([N+](=O)[O-])cc1	-27%[87.6 µM]	1%[88.5 µM]	4%[87.6 µM]	-4%[172 µM]	?	-28%[174 µM]	25
CC(C)c1nc2ccc(C(=O)NCc3ccc(F)cc3)cc2o1	7%	.	1%	.	.	.	32
CC1(C)[C@H](Cc2cc(CCO)on2)C[C@@H]1NC1CCC1	25%[87.6 µM]	-6%[88.5 µM]	1%[87.6 µM]	2%[230 µM]	-28%[230 µM]	5%[230 µM]	-4
CC(=O)N1C[C@@H](C(=O)N2CCC(Cc3ccccc3)CC2)[C@H](c2nc(C)no2)C1	-16%	i	-10%	0%	-29%	-22%	8
O=C(COCCOCCOCC(=O)Nc1c(I)cc(I)c(C(=O)O)c1I)Nc1c(I)cc(I)c(C(=O)O)c1I	9%[25.6 µM]	2%	-5%[23.9 µM]	.	.	.	17
COc1ccc(-n2ccn(CC(=O)NCCc3ccccc3)c(=O)c2=O)cc1OC	3%	.	2%	.	.	.	12
CCOc1ccc(CCNC(=O)c2cc(Nc3ccc(C)cc3C)nc3ccccc23)cc1OCC	3%	.	1%	.	.	.	36
COc1ccccc1N1CCN([C@H]2[C@@H]3OC[C@@H](O3)[C@@H](NCc3ccccc3O)[C@@H]2O)CC1	?	i	4%	-5%	-12%	-19%	2
CN1CCN(Cc2nc(C3(O)CCN(C)CC3)cs2)CC1	-3%[87.6 µM]	-9%[88.5 µM]	-17%[87.6 µM]	3%[172 µM]	-17%[172 µM]	-8%[174 µM]	14
O=C(NCc1ccccc1Cl)C1CCCN(Cc2cccc(-c3ccc(F)cc3F)c2)C1 (stereo unspecified)	-4%	-3%	-18%	.	45µM*	?	-8
CC(=O)OCC(=O)[C@@]12O[C@@H]1C[C@H]1[C@@H]3CC=C4C[C@@H](O)CC[C@]4(C)[C@H]3CC[C@@]12C	.	3%	-6%	.	.	.	-7
COC(=O)c1ccc(Cl)cc1NC(=O)N1CC2CCCN2c2ccccc21 (stereo unspecified)	-7%	.	-19%	.	.	.	18
CCN1c2cc(C(=O)Nc3ccc(OC)c(F)c3)ccc2C(=O)N2CCCCC21 (stereo unspecified)	-12%	1%	15%[12.5 µM]	-16%	?	?	-15
CCCNC(=O)c1ccc(Cn2c(SCC(N)=O)nc3ccccc3c2=O)cc1	0%	.	-4%	.	.	.	0
O=C(C[C@@H]1O[C@H](CNC(=O)C2CCCC2)[C@@H](O)[C@H]1O)Nc1ccccc1	-2%[87.6 µM]	i	4%[87.6 µM]	-3%[172 µM]	-2%[172 µM]	-16%[174 µM]	-3
CCC(=O)N1CCc2cc(CNC(=O)c3ccccc3C)ccc21	139%[activator]	.	15%	.	.	.	54
CC(=O)N(Cc1cccnc1)c1nc2ccc(F)cc2s1	51%[activator]	.	-7%	.	.	.	-2
COc1ccc(C(=O)COC(=O)c2cc(-c3ccccc3)nc3c(C)cccc23)cc1	0%	.	-2%	.	.	.	-3
CCOC(=O)c1cnc2c(ccc3ccccc32)c1Nc1ccc(OC)c(OC)c1	?	.	-25%	.	.	.	-3

Structures shown so far with two or more sulfur atoms:
SMILES	SNCA expr inh	GPT2 inh	HEK293 viab	Luciferase inh	HEK293 tox	NIH3T3 tox	IP6K1 inh
Cc1nc2ccc(S(=O)(=O)CCC(=O)Nc3ccccc3C)cc2s1	23%	.	15%	.	.	.	-14
O=C(CSc1nccn1Cc1ccc(Cl)cc1)Nc1nc2ccccc2s1	23%	.	5%	.	.	.	2

The list goes on:
SMILES	SNCA expr inh	GPT2 inh	HEK293 viab	Luciferase inh	HEK293 tox	NIH3T3 tox	IP6K1 inh
COc1ccc(N2CC(NC(=O)COc3ccccc3)CC2=O)cc1OC (stereo unspecified)	8%	.	-4%	.	.	.	26
COc1ccc(NS(=O)(=O)c2cc3c(cc2C)NC(=O)CO3)c(OC)c1	-2%	.	1%	.	.	.	-1
COc1ccc(NC(=O)c2cc(CN3CCCC3)on2)cc1Cl	139%[activator]	.	1%	.	.	.	1
CC(=O)Nc1ccc(C(=O)N2Cc3ccccc3OC3(CCN(C(=O)N(C)C)CC3)C2)cc1	-10%	0%	4%	.	1%	-8%	10
CC(C)c1cc(C(=O)N2CC[C@H](N3CCOCC3)[C@H](CCCO)C2)nc(N)n1	6%	-1%	-7%	0%	i	i	7
Cc1ccc(S(=O)(=O)C(CNC(=O)C(=O)NCc2ccc(Cl)cc2)c2ccco2)cc1 (stereo unspecified)	-24%	.	5%	.	.	.	9
CNC(=O)N1CCC(C2CCN(Cc3ccccc3C#N)C2)CC1 (stereo unspecified)	1%	i	-6%[12.5 µM]	0%	?	-10%	14
CCc1ccc(C(=O)N2CCC3(CC2)OCC(C(=O)NC2CC2)N3C(=O)c2cccc(C)c2)cc1 (stereo unspecified)	-9%	i	7%	-15%	-10%	-20%	5
c1ccc([C@@H]2CNC[C@H]2COCC2CC2)nc1	-13%	?	-7%	-19%	-14%	?	4
CCC[C@@H]1CN(C(=O)CNS(=O)(=O)c2cccs2)C[C@H]1NC(C)=O	0%	-11%	4%	3%	-1%	i	6
Cc1ccc(NC(=O)C(CC(C)C)NS(=O)(=O)c2ccc3c(c2)oc(=O)n3C)c(C)c1 (stereo unspecified)	-8%	.	0%	.	.	.	8
CCn1cnnc1CCNC(=O)CC1C(=O)NCCN1Cc1ccccc1 (stereo unspecified)	-13%	-2%	0%	2%	i	0%	26
CC(C)NC(=O)N1CCC2(CC1)CN(C(=O)Cc1ccccc1)CCO2	-26%	4%	2%	.	-8%	-20%	20
COc1ccc(OCC(=O)N2CCN(C(=O)c3cccc(OC)c3)CC2)cc1	5%	.	-1%	.	.	.	32
C[C@H]1[C@@H]2[C@@H](O)C([C@H](C)C(=O)NCc3cccnc3)CC[C@@]2(C)CC[C@@H]1NC(=O)c1cccc(F)c1 (stereo partly specified)	-18%	-10%	-3%	6%	-2%	-5%	-1
O=C(CN1CC2CC(C1)[C@H]1CCCC(=O)N1C2)NCc1cccc(F)c1 (stereo partly specified)	1%	i	6%	-3%	4%	5%	15
CC(=O)Nc1ccc(-c2ccc(=O)n3c2[C@@H]2C[C@@H](CN(C(=O)Nc4cccc(C#N)c4)C2)C3)cc1	-6%	1%	-17%	-7%	32µM*	3%	2
Cc1nc(C2CC(NC(=O)c3ccc(C)c(N4CCNC4=O)c3)C2)cc(=O)[nH]1 (stereo unspecified)	8%	i	-3%	-1%	i	-2%	-16
CCn1ncc(N2CCCC(CC(=O)NC3CCN(Cc4ccccc4)CC3)C2)cc1=O (stereo unspecified)	5%	-7%	-1%	-1%	-14%	-12%	6
O=C(Cn1ccn2nc(-c3ccccc3)c(CO)c2c1=O)Nc1cccc(Br)c1	-16%	i	-16%	-1%	?	-26%	19
CCN1CCN(C2(C(=O)NCCc3ccccc3)Cc3ccccc3C2)CC1	8%	i	-11%	2%	?	-25%	17
